ELG1 DNA repair = qHTS screen for small molecules that inhibit ELG1-dependent DNA repair in human embryonic kidney (HEK293T) cells expressing luciferase-tagged ELG1; HEK293T ELG1-luciferase reporter, luminescence, 16 h; DNA damage induced by 5-fluorouridine; Potency, µM (titrated, usually from 46.1 µM), for the others: at the highest dose activity change, negative = inhibition, hits mostly inhibitors; 330,000 tested, 2.3% active; AID 504467, 2011; note: potency is the fitted concentration of half-maximal effect; % is set by controls: 0 for no effect and ±100 for the full control effect; nearly all actives have a fitted effect of over 55% in size
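Overnight (16 hr) co-exposure of 2,000 cells/well to 5-fluorouridine and compound at 37 °C preceded detection. Luciferase was quantified via ONE-Glo luminescence; loss of signal denotes inhibition.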
p53 reactivator = qHTS assay for re-activators of p53 using a Luc reporter. H1299 p53-A138V BP100-luciferase reporter, luminescence, 24 h. Potency, µM (top dose mostly 92.2 µM), inactives show top-dose activity change, positive = activation, hits mostly activators. 320,000 tested, 0.063% active; note: potency is the fitted concentration of half-maximal effect; % of control where 0% means no effect; nearly all actives have a fitted effect of over 45% in size
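p53-null H1299 cells stably carrying temperature-sensitive p53-A138V and a BP100-luciferase reporter were pinned with compounds (4-point, 1:5 series) and held 24 hrs at 37 deg C. Luminescence was read 10 min after detection reagent.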
Gal4-VP16 FLuc = VP16 counterscreen qHTS for inhibitors of ROR gamma transcriptional activity | Drosophila S2 Gal4-VP16 UAS-luciferase, luminescence, 20 h | Potency, µM (top dose mostly 53.6 µM), for inactives: at the highest dose activity, negative = inhibition, hits mostly inhibitors | 310,000 tested, 3.5% active | AID 2546, 2010;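 note: Gal4-VP16 expression switched on by copper sulfate through the metallothionein promoter; potency is the fitted concentration of half-maximal effect; % is set by controls: 0 for no effect and ±100 for the full control effect; nearly all actives have a fitted effect of over 50% in size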
Tb PFK block = qHTS Assay to Find Inhibitors of T. brucei phosphofructokinase. ATP-dependent 6-phosphofructokinase (Trypanosoma brucei brucei), O15648. T. brucei PFK, ADP-Glo luminescence. Potency, µM (doses to about 57.5 µM), for the others: at the highest dose activity, negative = inhibition, usual class: inhibitors. 330,000 tested, 0.17% active;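 note: potency is the fitted concentration of half-maximal effect; 0% = uninhibited 1x PFK enzyme wells and -100% = no-enzyme wells; nearly all actives have a fitted effect of over 60% in size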
Target sequence (O15648 whole entry, looked up): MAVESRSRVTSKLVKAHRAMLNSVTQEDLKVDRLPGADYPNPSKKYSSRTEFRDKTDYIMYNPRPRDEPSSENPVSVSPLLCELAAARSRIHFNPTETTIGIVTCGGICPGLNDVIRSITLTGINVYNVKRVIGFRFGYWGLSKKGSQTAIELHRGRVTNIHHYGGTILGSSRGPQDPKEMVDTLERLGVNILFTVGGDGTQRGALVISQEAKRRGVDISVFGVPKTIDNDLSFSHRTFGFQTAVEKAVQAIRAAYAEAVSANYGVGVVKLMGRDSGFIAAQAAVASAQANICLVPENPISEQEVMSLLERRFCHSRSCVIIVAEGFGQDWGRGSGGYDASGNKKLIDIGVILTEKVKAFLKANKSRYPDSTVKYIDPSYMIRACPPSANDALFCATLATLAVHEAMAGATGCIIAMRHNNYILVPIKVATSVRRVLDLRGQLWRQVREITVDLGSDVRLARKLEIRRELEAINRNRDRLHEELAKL
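Luminescent ADP detection (ADP-Glo, two-step: ATP depletion then ADP-to-ATP conversion for luciferase) reported PFK activity after 45 min room-temperature reaction of 1.25 nM enzyme with 0.5 mM F6P and 0.1 mM ATP at pH 8.0.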
Rab9 prom act = qHTS Assay for Rab9 Promoter Activators; Potency, µM (top dose mostly 9.22 µM), for inactives: top-dose activation, negative = inhibition, hits mostly activators; 320,000 tested, 2.8% active; Huh7 Rab9 promoter-luciferase reporter, luminescence, 24 h; note: potency is the fitted concentration of half-maximal effect; % of control where 0% means no effect; nearly all actives have a fitted effect of over 60% in size
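Cell-based reporter: Huh7 stable for Rab9 promoter-driven luciferase, plated in reduced-serum medium with 10% FBS at 1500 cells/well, compound-treated 24 h at 37 °C, luminescence read after 10 min reagent.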
FLuc counter = qHTS profiling assay for firefly luciferase inhibitor/activator using purifed enzyme and Km concentrations of substrates (counterscreen for miR-21 project); purified FLuc, Km substrates, luminescence inhibition; Potency, µM (series often up to 57.5 µM), for the others: top-dose activity change, negative = inhibition, most hits filed as inhibitors; 360,000 tested, 6.9% active; AID 588342, 2011;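 note: potency is the fitted concentration of half-maximal effect; plate controls were vehicle for no effect and reference inhibitor for full effect; nearly all actives have a fitted effect of over 55% in size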
Target sequence (P08659 whole entry, looked up): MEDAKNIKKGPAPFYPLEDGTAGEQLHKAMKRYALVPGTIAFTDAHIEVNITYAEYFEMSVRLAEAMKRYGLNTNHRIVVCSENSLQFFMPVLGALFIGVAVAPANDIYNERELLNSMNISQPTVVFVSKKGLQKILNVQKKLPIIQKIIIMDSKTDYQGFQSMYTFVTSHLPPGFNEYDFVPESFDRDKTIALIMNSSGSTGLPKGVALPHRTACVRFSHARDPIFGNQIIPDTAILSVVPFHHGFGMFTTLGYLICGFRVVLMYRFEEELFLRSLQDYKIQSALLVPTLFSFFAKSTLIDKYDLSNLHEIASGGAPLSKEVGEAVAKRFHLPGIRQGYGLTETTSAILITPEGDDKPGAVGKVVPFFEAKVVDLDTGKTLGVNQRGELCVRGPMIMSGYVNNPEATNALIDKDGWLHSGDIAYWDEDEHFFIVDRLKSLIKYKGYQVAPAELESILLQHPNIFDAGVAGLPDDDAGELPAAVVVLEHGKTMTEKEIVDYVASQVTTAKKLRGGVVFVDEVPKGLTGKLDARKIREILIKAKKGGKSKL
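Purified P. pyralis luciferase (10nM final) with 10uM D-luciferin and 10uM ATP (Km levels) in 50mM Tris acetate pH 7.5, 10mM Mg acetate, 0.01% Tween-20, 0.05% BSA; qHTS 6-point titration, ~60 µM downward; luminescence read.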
RORg inh = qHTS for inhibitors of ROR gamma transcriptional activity; Drosophila S2 Gal4-RORgamma UAS-luciferase reporter, 20 h; Potency, µM (highest dose often 53.6 µM), for inactives: at the highest dose activity change, negative = inhibition, actives largely listed as inhibitors; 310,000 tested, 5.4% active; AID 2551, 2010; note: potency is the fitted concentration of half-maximal effect; % is set by controls: 0 for no effect and ±100 for the full control effect; nearly all actives have a fitted effect of over 60% in size
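Stable Schneider cell line, Gal4 DNA-binding domain fused to ROR gamma, UAS-luciferase. Cmpd 1 hr RT → CuSO4 700 uM final → 20 hr RT → luciferase reagent 10 min → luminescence.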
ELG1 genotoxic = qHTS screen for small molecules that induce genotoxicity in human embryonic kidney (HEK293T) cells expressing luciferase-tagged ELG1. HEK293T ELG1-luciferase reporter, luminescence, 16 h. 330,000 tested, 1.3% active. Potency, µM (series often up to 46 µM), for inactives: top-dose activity change, positive = activation, actives largely listed as activators; note: potency is the fitted concentration of half-maximal effect; % of control where 0% means no effect; nearly all actives have a fitted effect of over 60% in size
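Screening used a luciferase reporter fused to human ELG1 in HEK293T cells. Luminescence was read on a CCD plate imager after 16 hr exposure and 30 min ONE-Glo incubation.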
NPC1 promoter act = qHTS Assay for NPC1 Promoter Activators; Huh7 NPC1 promoter luciferase reporter, 24 h; Potency, µM (top dose mostly 9.22 µM), inactives show at the top dose activation, most hits filed as activators; 320,000 tested, 2.4% active;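 note: potency is the fitted concentration of half-maximal effect; % of control where 0% means no effect; nearly all actives have a fitted effect of over 60% in size; reporter is driven by a mutant NPC1 promoter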
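Huh7 cells stably carrying NPC1 promoter–luciferase, plated in Opti-MEM with 10% FBS for 2 h, were exposed to compound in DMSO for 24 h at 37 °C; luciferase reagent was added for 10 min and luminescence read.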
BRCA1 expr act = qHTS Assay to Identify Small Molecule Activators of BRCA1 Expression; Potency, µM (titrated, usually from 46.1 µM), inactives show top-dose activation, usual class: activators; AID 624202, 2012; MCF7-BRCA1-FFLuc reporter, luminescence, 48 h; response scale: scaled: vehicle 0%, 10 µM genistein 100%; 380,000 tested, 1.1% active; note: potency is the fitted concentration of half-maximal effect; nearly all actives have a fitted effect of over 80% in size; some results filed as inactive show a strong effect at the top dose
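Using MCF7 cells harboring a BRCA1 firefly luciferase reporter, plated 2 h before compound pinning, the screen measured luminescence after 48 h incubation. Responses were normalized to DMSO and 10 microM genistein, then fitted for concentration-effect.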
TRPV1 agonist = HTS Assay for Compounds that Act as Agonists of the Vanilloid Receptor 1; 320,000 tested, 0.19% active; AID 540275, 2011; activation, % at 8.33 µM; TRPV1-expressing cells, Fluo-8 calcium influx, agonist mode; in the data active = activation above about 80%; inconclusive = between about 30% and that limit; note: 0% is about no effect
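TRPV1-expressing cells were cultured overnight at 35.5C and loaded with Fluo-8 calcium dye for 40 to 90 min at room temperature. After a 10 s baseline, compound was added and calcium influx was read kinetically for 3 min (ex 480/em 520 nm).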
* marks the source's active call; other numbers are inactive results; ? = inconclusive; nt = not tested or not shown. Unless noted, calls come from the whole dose curve; as a rule, active = well fitted curve in the direction sought with a large enough effect; inconclusive = small, poorly fitted or top-dose-only effect, or another doubt; inactive = no such curve, though single readings can be large; an effect the other way counts as inactive or inconclusive. Compounds were not picked by outcome; overall some 15% were active at least once.

SMILES	ELG1 DNA repair	p53 reactivator	Gal4-VP16 FLuc	Tb PFK block	Rab9 prom act	FLuc counter	RORg inh	ELG1 genotoxic	NPC1 promoter act	BRCA1 expr act	TRPV1 agonist
C/C=C(\C)C(=O)N1CC2(CC(c3cccc(NC(=O)CCCCC)c3)=NO2)C[C@@H]1C(N)=O (stereo not given in full)	1%	3%	7%	-10%	-1%	-2%	5%	0%	-5%	-5%	-5
CC(C)C(=O)Nc1c(-c2cccc(Cl)c2)c(=O)c2ccccc2n1C	2%	3%	4%	15%	0%	-1%	-2%	-1%	-5%	-2%	-3
CC1CCN(Cc2nc3c(c(=O)n(C)c(=O)n3C)n2CCCc2ccccc2)CC1	-1%	11%	-9%	0%	-5%	-1%	-20%	-1%	-1%	-21%	1
Cc1c(Cl)cccc1NC(=S)NCC(c1cccnc1)N(C)C (stereo not given)	4%	2%	3%	4%	-3%	-2%	-35%	3%	-7%	-4%	0
CN(C)/C=C1\N=C(c2ccc(Cl)cc2Cl)OC1=O	?	11%	?	0%	0.63µM*	?	?	9.2µM*	1.1µM*	101%	19
COc1cc(/C=C2/NC(=O)NC2=O)cc(Br)c1OCc1ccccc1	-4%	0%	-12%	6%	2%	-1%	-12%	8%	-19%	-5%	-1
CNC(=O)CSc1nnc(-c2ccco2)n1-c1ccccc1	15%	nt	nt	0%	-2%	7%	nt	3%	-5%	-3%	2
O=C(O)c1cccc(NC(=O)C23CC4CC(C2)CC(n2cnc(Cl)n2)(C4)C3)c1	19%	9%	3%	2%	3%	1%	-10%	5%	2%	0%	-2
COc1cccc(-c2nnc(N(C)C(=O)C3CCOC3)s2)c1 (stereo not given)	?	22%	-4%	4%	?	?	44%	16%	18%	?	2
Cc1occc1C(=O)NCc1ccccc1F	26%	0%	-4%	0%	-3%	-2%	2%	0%	0%	-2%	1
COc1ccc(C(=O)N/C(=C\c2ccccc2)C(=O)NC(CC(C)C)C(=O)O)cc1 (stereo not given)	-1%	-4%	-9%	0%	2%	-3%	-1%	12%	-1%	0%	9
C#CCOc1ccc(/C=C2/C(=O)NN(c3ccccc3)C2=O)cc1OC	8%	nt	-18%	3%	1%	0.85µM*	?	1%	-7%	-10%	0
CN(C)CCCN(C(=O)c1ccco1)c1nc2c(F)cc(F)cc2s1	15%	1%	-3%	-1%	0%	0%	10%	4%	2%	26%	4
COc1cc(S(=O)(=O)NC(C)C)ccc1Cl	10%	2%	3%	0%	4%	0%	-4%	4%	-1%	3%	-1
COCCOc1ccc(C(F)(F)F)cc1NC(=O)c1ccccc1F	-1%	7%	-4%	5%	-3%	-3%	-12%	0%	-4%	-36%	?
COc1ccccc1N1CCN(c2nnc(-c3ccc(F)cc3)c3ccccc23)CC1	?	6%	-11%	-1%	-3%	-1%	-7%	-11%	-6%	-27%	10
CC(C)(C)N(Cc1ccccc1)C(=O)COC(=O)CN1C(=O)NC2(CCCC2)C1=O	?	-7%	-6%	1%	3%	0%	2%	-2%	-1%	-15%	?
CCn1c(=O)c(C(=O)NCc2ccc(F)cc2)c(O)c2ccccc21	10%	9%	?	0%	-2%	1%	13µM*	1%	-3%	-10%	4
CN(CC(=O)Nc1ccccc1Cl)C(=O)CN1C(=O)C2CC=CCC2C1=O (stereo not given)	-1%	1%	nt	1%	nt	nt	nt	-1%	nt	2%	nt
O=S(=O)(Nc1cccc2ccccc12)N1CCCC1	4%	2%	-13%	-1%	-4%	-4%	21%	-2%	-2%	0%	-1

3 compounds from above, sorted by their value in TRPV1 agonist, lowest first:
compound	p53 reactivator	Tb PFK block	Rab9 prom act	RORg inh	NPC1 promoter act	TRPV1 agonist
C/C=C(\C)C(=O)N1CC2(CC(c3cccc(NC(=O)CCCCC)c3)=NO2)C[C@@H]1C(N)=O (stereo not given in full)	3%	-10%	-1%	5%	-5%	-5
C#CCOc1ccc(/C=C2/C(=O)NN(c3ccccc3)C2=O)cc1OC	nt	3%	1%	?	-7%	0
COc1ccccc1N1CCN(c2nnc(-c3ccc(F)cc3)c3ccccc23)CC1	6%	-1%	-3%	-7%	-6%	10

A stretch of the results above:
SMILES	ELG1 DNA repair	p53 reactivator	Gal4-VP16 FLuc	Tb PFK block	Rab9 prom act	FLuc counter	RORg inh	ELG1 genotoxic	NPC1 promoter act	BRCA1 expr act	TRPV1 agonist
C/C=C(\C)C(=O)N1CC2(CC(c3cccc(NC(=O)CCCCC)c3)=NO2)C[C@@H]1C(N)=O (stereo not given in full)	1%	3%	7%	-10%	-1%	-2%	5%	0%	-5%	-5%	-5
CC(C)C(=O)Nc1c(-c2cccc(Cl)c2)c(=O)c2ccccc2n1C	2%	3%	4%	15%	0%	-1%	-2%	-1%	-5%	-2%	-3
CC1CCN(Cc2nc3c(c(=O)n(C)c(=O)n3C)n2CCCc2ccccc2)CC1	-1%	11%	-9%	0%	-5%	-1%	-20%	-1%	-1%	-21%	1

(list continues)
SMILES	ELG1 DNA repair	p53 reactivator	Gal4-VP16 FLuc	Tb PFK block	Rab9 prom act	FLuc counter	RORg inh	ELG1 genotoxic	NPC1 promoter act	BRCA1 expr act	TRPV1 agonist
O=S(=O)(c1ccc(F)cc1)N1CCC(O)(c2ccc3c(c2)OCO3)CC1	-13%	11%	?	1%	4%	-1%	0%	-7%	-1%	-3%	-1
Cc1ccc(N(CC(=O)N2CCCC2)S(C)(=O)=O)c(C)c1	13%	10%	1%	-1%	4%	0%	0%	0%	-4%	1%	2
O=S(=O)(Nc1cccc(-n2cnnn2)c1)c1ccccc1F	16%	-1%	4%	20%	1%	1%	-3%	1%	-2%	-30%	13
Cc1nc(N2CCN(Cc3ccc4c(c3)OCO4)CC2)nc2c1C(=O)CC(c1ccco1)C2 (stereo not given)	?	0%	-2%	0%	3%	1%	26%	-11%	-3%	1%	0
CC1CCN(S(=O)(=O)c2cc(Br)cc(C(=O)NC3=NCCS3)c2)CC1	-11%	4%	?	-2%	18%	-19%	?	-3%	-2%	1%	30
COc1ccc(S(=O)(=O)N2CCOCC2)cc1NC(=O)c1cc(=O)[nH]c2ccccc12	-23%	5%	nt	-1%	-4%	15%	nt	0%	-3%	17%	-2
Cc1c(C(=O)NNc2c(Cl)cccc2Cl)n(C)oc1=O	14%	1%	1%	-3%	-2%	1%	?	1%	4%	-5%	3
O=C(NCCN1CCOCC1)C1CCC(CNS(=O)(=O)c2ccc(Cl)cc2)CC1 (stereo not given)	-10%	4%	0%	0%	-4%	15%	-21%	-1%	-4%	18%	1
CCOC(=O)c1c(C)c2c(=O)[nH]cnc2n1-c1ccccc1	?	-3%	-4%	1%	-1%	-2%	21%	-16%	5%	6%	27
Cc1ccc(C(C)C)c(OCc2nnc(SCC(=O)Nc3nccs3)n2C)c1	-9%	1%	15%	2%	-5%	0%	-21%	-3%	-5%	7%	2
O=C(O)c1ccc(Cl)c(S(=O)(=O)Nc2ccccc2Cc2ccccc2)c1	8%	1%	1%	5%	2%	2%	4%	-2%	-2%	-7%	-1
CCN(C(=O)c1cc(Cl)ccc1Cl)C1CCS(=O)(=O)C1 (stereo not given)	0%	-2%	nt	0%	1%	0%	nt	0%	-2%	2%	-6
CSc1ccc(CNCC(O)c2ccccc2)cc1 (stereo not given)	23%	-3%	3%	-3%	-1%	-8%	-25%	0%	3%	25%	11
O=C(Nc1cccc(O)c1)C(=O)Nc1ccccn1	?	-3%	-3%	?	3.5µM*	1.5µM*	27%	?	?	-11%	-2
O=C(c1cc(-c2ccc(Br)cc2)on1)N1CCCCCC1	?	?	?	7%	0.63µM*	1.3µM*	-1%	16µM*	0.71µM*	?	?
NS(=O)(=O)c1ccc(CCNC(=O)c2cc([N+](=O)[O-])ccc2N2CCCCC2)cc1	?	-4%	2%	0%	1%	0%	9%	-2%	-1%	-20%	3
CC(C)(C)c1ccc(SCC(N)=O)cc1	nt	nt	-5%	nt	nt	-18%	8%	nt	nt	5%	4

Screens: PubChem, National Center for Advancing Translational Sciences (NCATS)
